High-throughput results (PubChem BioAssay)
HT1080-NT tox: kills 2HG-producing HT-1080-NT fibrosarcoma cells; HT-1080-NT fibrosarcoma viability, CellTiter-Glo ATP luminescence, 48 h; Potency, µM (highest dose often 46.1 µM), without a hit: at the top dose activity, negative = less viability, actives largely listed as cytotoxic; 360,000 tested, 1.6% active;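 also: NT is the 2HG producing partner of a matched IDH1 knockdown line; potency is read from the fitted curve at half-maximal effect; 0% = DMSO-treated cells and -100% = media-only wells without cells; nearly all actives have a fitted effect of over 55% in size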
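Read-out is CellTiter-Glo luminescence after 10 minutes at room temperature, following 48 hours' compound treatment of HT-1080-NT cells (750 cells/well, RPMI, 5% FBS, 37 degrees C).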
HT1080 IDH1KD tx: kills HT-1080 cells with IDH1 knockdown; HT-1080 IDH1 knockdown viability, ATP luminescence, 48 h; Potency, µM (series often up to 46.1 µM), for the others: top-dose activity, negative = toxicity, hits mostly cytotoxic; 360,000 tested, 2% active; AID 686971;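 also: potency is read from the fitted curve at half-maximal effect; 0% = DMSO wells and -100% = cell-free medium wells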
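After a 2 h attachment period, IDH1KD HT-1080 cells took pin-transferred compound for 48 h at 37 °C; ATP-based luminescence after 10 min room-temperature reagent incubation reported viability.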
DRD3 agonist: D3 dopamine receptor (human) agonism. P35462. D3R DiscoveRx beta-arrestin cells, luminescence, 90 min. max activation, %. 410,000 tested, 0.58% active; in the data active = max activation above about 30%; also: 0% is about no effect; mostly tested at two doses, the higher about 12 µM
Target sequence (P35462 whole entry, looked up): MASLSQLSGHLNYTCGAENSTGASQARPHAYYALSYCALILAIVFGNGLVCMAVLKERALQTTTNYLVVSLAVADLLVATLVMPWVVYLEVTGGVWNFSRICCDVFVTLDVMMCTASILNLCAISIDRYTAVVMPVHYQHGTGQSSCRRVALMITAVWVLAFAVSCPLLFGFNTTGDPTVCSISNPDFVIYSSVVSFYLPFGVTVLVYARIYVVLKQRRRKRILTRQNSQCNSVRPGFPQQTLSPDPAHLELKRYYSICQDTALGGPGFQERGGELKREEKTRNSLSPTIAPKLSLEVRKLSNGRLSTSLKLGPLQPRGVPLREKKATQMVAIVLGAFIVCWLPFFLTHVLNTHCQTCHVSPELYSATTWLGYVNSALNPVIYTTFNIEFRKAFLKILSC
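Agonist-mode cell screen: cells plated at 1500/well and incubated overnight at 37 °C, then exposed to library compounds for 90 min at 37 °C. Detection reagent was added for 30–60 min at room temperature, and luminescence was read.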
KB-V1 cytotox: KB-V1 MDR subline cytotoxicity | KB-V1 MDR cells viability, CellTiter-Glo, 72 h | 400,000 tested, 3.4% active | AID 1347076 | Potency, µM (series often up to 46.1 µM), for inactives: at the highest dose activity change, negative = cytotoxicity, actives largely listed as cytotoxic; also: potency is read from the fitted curve at half-maximal effect; % is scaled to controls: 0 for no effect and ±100 for the full control effect; nearly all actives have a fitted effect of over 60% in size
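Following 72 h at 37 degrees C with compound, KB-V1 cell viability was read by CellTiter-Glo luminescence, medium being phenol-red-free DMEM plus 10% FBS; concentration-response parameters came from normalized, curve-fitted qHTS data.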
KB-3-1 tox: KB-3-1 parental cell cytotoxicity. 400,000 tested, 1.4% active. AID 1347075. Potency, µM (titrated, usually from 46.1 µM), inactives show top-dose activity change, negative = cytotoxic, actives largely listed as cytotoxic. KB-3-1 viability, CellTiter-Glo ATP luminescence, 72 h; also: potency is read from the fitted curve at half-maximal effect; % is scaled to controls: 0 for no effect and ±100 for the full control effect; nearly all actives have a fitted effect of over 60% in size
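Using CellTiter-Glo luminescence, growth of non-resistant KB-3-1 adenocarcinoma cells is assessed 72 h after pin-tool compound addition at 37 °C. Normalized responses across the concentration series yield fitted curves.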
GLP1R ag: GLP-1 receptor (human) agonism; P43220; HEK293 GLP-1R CRE-luciferase, luminescence, 4-6 h; cells express a hypersensitive GLP-1R form; Potency, µM (series often up to 45.6 µM), for the others: at the top dose activation, usual class: activators; 380,000 tested, 0.007% active; AID 624172; also: potency is read from the fitted curve at half-maximal effect; % of control where 0% means no effect
Target sequence (P43220 whole entry, looked up): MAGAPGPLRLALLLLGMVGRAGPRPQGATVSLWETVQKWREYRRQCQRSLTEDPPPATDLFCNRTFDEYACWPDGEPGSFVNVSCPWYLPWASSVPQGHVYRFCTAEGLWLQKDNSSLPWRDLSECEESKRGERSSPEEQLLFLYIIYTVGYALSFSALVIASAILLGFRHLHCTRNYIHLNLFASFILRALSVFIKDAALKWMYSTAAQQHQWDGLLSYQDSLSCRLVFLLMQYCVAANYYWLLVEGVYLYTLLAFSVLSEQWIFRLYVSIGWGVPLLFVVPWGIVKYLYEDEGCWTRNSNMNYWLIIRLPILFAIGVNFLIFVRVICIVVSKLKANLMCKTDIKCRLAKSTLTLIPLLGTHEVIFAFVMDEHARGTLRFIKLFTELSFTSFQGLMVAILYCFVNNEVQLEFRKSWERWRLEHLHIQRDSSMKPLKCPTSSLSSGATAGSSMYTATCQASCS
IL1B secr inh: inflammasome signaling inhibition, IL-1 beta readout | 360,000 tested, 4.7% active | THP-1 LPS/ATP IL-1B secretion, AlphaLISA, 16 h; hits give low values | activity change, % at 57.5 µM; in the data active = activity change below about -50%; inconclusive = mostly about -30% to -49%; also: % is scaled to controls: 0 for no effect and ±100 for the full control effect
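THP-1 cells pretreated 1 hr with compounds (up to 57.5 uM final), then stimulated with LPS (250 ng/mL final) plus ATP (1.25 mM final); secreted IL-1B measured by AlphaLISA after 16 hr, decreased signal indicating inhibition.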
DRD3 antagonist: blocks the human D3 dopamine receptor; P35462; D3R cells, DiscoveRx beta-arrestin luminescence, antagonist mode; hits give low values; max response, negative = inhibition, %; 360,000 tested, 2.5% active; in the data active = max response below about -50%; inconclusive = no clear call, values can overlap the other calls; also: % is scaled to controls: 0 for no effect and ±100 for the full control effect; mostly tested at two doses, the higher about 12 µM
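Cells expressing the human receptor were seeded at 1500 cells/well, incubated overnight at 37 degrees C in 5% CO2, then exposed to library compounds with dopamine controls for 90 minutes at 37 degrees C before luminescent detection.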
SW480 rerep: induces DNA re-replication in SW480 colon adenocarcinoma cells; SW480 DNA re-replication, Hoechst DNA content imaging, 48 h; Potency, µM (titrated, usually from 46.1 µM), for the others: at the highest dose re-replication activation, usual class: activators; 340,000 tested, 1.8% active; AID 624297; also: potency is read from the fitted curve at half-maximal effect; % of control where 0% means no effect; nearly all actives have a fitted effect of over 55% in size
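DNA re-replication was detected as more nuclei of elevated Hoechst intensity after 48 hr exposure to compound (23 nL pinned per well of 250 cells).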
* = called active by the depositor; i = inactive; ? = inconclusive; . = not tested or not shown; & = joins results of further samples; [ ] = another dose, or the depositor's remark. Unless noted, calls follow the shape of the dose curve; as a rule, active = well fitted curve in the direction sought with a large enough effect; inconclusive = small, poorly fitted or top-dose-only effect, or another doubt; inactive = no such curve, though single readings can be large; an effect the other way counts as inactive or inconclusive.

Each structure is followed by: HT1080-NT tox, HT1080 IDH1KD tx, DRD3 agonist, KB-V1 cytotox, KB-3-1 tox, GLP1R ag, IL1B secr inh, DRD3 antagonist, SW480 rerep
CN1CCN(c2cc(N3CCNCC3)ccc2[N+](=O)[O-])CC1
  -14%, -22%, -3, 14%, -3%, 7%, -26, -5, ?
CCCc1nnc(NC(=O)CCC(=O)N2CCN(CCOC(c3ccccc3)c3ccccc3)CC2)s1
  -2%, -6%, -5, 0%, 0%, 0%, -6, 4, -1%
COc1ccc(N2C(=O)NC(=O)/C(=C/c3cccc(OC(=O)c4cccs4)c3)C2=O)cc1Cl
  4%, 4%, 2, 4%, 4%, -1%, i, 18, 0%
CCOC(=O)c1c(NC(NC(=O)CF)C(Cl)(Cl)Cl)sc2c1CCCC2 (centres undefined)
  -8%, -10%, -21, -11%, -3%, 9%, -13, -30, -5%
Cc1csc(NC(=O)C(Cl)c2ccccc2)n1 (centres undefined) (tested in a mixture with another compound)
  -4%, 0%, 2, 1%, 0%, -3%, -21, -5, -15%
Cc1cccc(-n2c(C)nc3ccccc3c2=O)c1C
  -18%, -6%, -11, ?, -6%, 3%, 5, -18, 1%
Cc1cc(OCC(=O)OC(C)C)c2c3c(c(=O)oc2c1)CCCC3
  4%, 4%, 1, -19%, 5%, 10%, 44, 1, -4%
O=P(Oc1ccccc1)(Oc1ccccc1)C(O)c1ccccc1 (centres undefined)
  12%, 9%, 11, -11%, 22%, 3%, 8, -7, -5%
COc1ccc(-n2c(/C=C3\C(=O)Nc4ccccc43)nc3ccccc3c2=O)cc1
  12%, 1%, -3, 3%, 3%, 7%, -22, 35, 15%
CCOC(=O)C1=C(C)OC(N)=C(C(=O)OCC)C12C(=O)Nc1ccc(Br)cc12 (centres undefined)
  0%, -1%, 1, 16%, -7%, -2%, 40, -1, -4%
CC(C)N1CCN(Cc2cccc3c2OCO3)CC1CCO (centres undefined)
  1%, 0%, 1, 0%, 8%, 6%, 14, -2, 8%
O=P(OCC(F)(F)C(F)F)(N1CCOCC1)N1CCOCC1
  11%, 13%, 0, ?, 6%, -11%, 0, 0, -5%
COC(=O)C1=C(c2ccc(F)cc2OCc2ccccc2)C[C@@H]2CC[C@H]1N2C(=O)NCc1cc(C)oc1C(F)(F)F
  0%, 8%, 0, ?, ?, -5%, -18, -16, 6%
CC1CC(C)CC(C)C(O)C(C#N)=CC=CCC(C2CCCC2C(=O)O)OC(=O)CC(O)C(C)C1 (centres undefined)
  0.0092µM*, 0.18µM*, 0, 6.5µM*, 1.2µM*, -14%, -103*, 5, ?
CC(NCc1ccc(Cl)cc1Cl)C(O)c1ccccc1 (centres undefined)
  -5%, -30%, -33, ?, 1%, 24%, -17, -56*, 2%

Further structures.
Each structure is followed by: HT1080-NT tox, HT1080 IDH1KD tx, DRD3 agonist, KB-V1 cytotox, KB-3-1 tox, GLP1R ag, IL1B secr inh, DRD3 antagonist, SW480 rerep
O=c1[nH]c(=O)n(-c2cccc(Cl)c2)c(O)c1/C=N/c1ccccn1
  15%, 12%, 0, ?, 7%, -11%, 7, 6, -6%
COc1ccccc1CNc1nc(NCc2ccccc2SC)c2sccc2n1
  ?, 18µM*, 0, ?, ?, -1%, -99*, -17, .
C=CCOC(Cn1ccnc1)c1ccc(Cl)cc1Cl (centres undefined)
  -4%, 1%, -3&-6, -1%, -1%, 9%&6%, 8, -3, -8%&1%
Cn1c(O)c(C=NCc2ccco2)c(=O)n(C)c1=O
  7%, 0%[9.24 µM], 2, 8%, 1%, 0%, -12, 6, -1%
Cc1cc(N2CCN(C)CC2)nc2ccccc12
  9%, 8%, -15, 3%, -6%, 1%, -12, -16, 15%
COC(=O)C1=C(c2ccc(C(C)=O)cc2)C[C@@H]2CC[C@H]1N2C(=O)N1CCOCC1
  0%, 0%, 14, 5%, 12%, 4%, 13, -3, -5%
Cc1ccc(NC(=O)N2CC2)cc1NC(=O)N1CC1
  -1%, 2%, -3, 19%, 3%, 11%, 30, 13, 14%
O=C1C2CCN(CC2)C1Cc1ccccc1O (centres undefined)
  ?, 9%, 0, 1%, -4%, -3%, -4, -14, -2%
C#C[C@]1(O)CC[C@H]2[C@@H]3[C@H](O)C[C@H]4C[C@@H](O)CC[C@]4(C)[C@H]3CC[C@@]21C
  -2%, -1%, 0, -5%, 1%, -7%, 12, 7, .
CC(C)COC(=O)N1Cc2ccccc2-n2nncc2C1
  0%, 0%, 2, -10%, ?, 11%, 32, 3, .
Cc1ccc(C(O)P(=O)(Oc2ccccc2)Oc2ccccc2)cc1 (centres undefined)
  0%, 1%, -41, 2%, 13%, -1%, -24, -4, 2%
C=C(c1ccccc1)P(=O)(O)O
  20%, 20%, 0, 22%, 13%, 6%, 6, -4, -11%
Cc1cc(C(=O)N2CCC3(CC2)OCCO3)no1
  17%, 11%, 8, 6%, 1%, -4%, 9, 1, -12%
O=C(CN1CCN(Cc2cccc(Cl)c2)C1=O)N1CCC2(CC1)OCCO2
  5%, 8%, 4, 0%, 12%, -7%, 3, -4, -2%
COc1cccc(C(=O)C2CCCN(Cc3ccc(F)cc3)C2)c1 (centres undefined)
  -1%, -24%, -24, 3%, -5%, -7%, 0, -56*, 20%

Going on with the list:
Each structure is followed by: HT1080-NT tox, HT1080 IDH1KD tx, DRD3 agonist, KB-V1 cytotox, KB-3-1 tox, GLP1R ag, IL1B secr inh, DRD3 antagonist, SW480 rerep
Cc1cc(OCC(=O)NC(Cc2ccc(Cl)cc2)C(=O)O)c2c3c(c(=O)oc2c1)CCC3 (centres undefined)
  -2%, 13%, 0, ?, 0%, -5%, -11, -26, 28%
C=CCOC(=O)C1=C(C)OC(N)=C(C(=O)OCC)C12C(=O)N(CC(N)=O)c1ccccc12 (centres undefined)
  9%, 5%, 0, -6%, 4%, -1%, 6, 29, -9%
CCOc1c(Cl)cc(CNC(C)C(O)c2ccccc2)cc1OC (centres undefined)
  8%, 0%, 1, ?, 0%, 14%, -6, 0, 2%
N=Cc1c(O)n(-c2ccccc2)c(=O)n(-c2ccccc2)c1=O
  -1%, -3%, 1, 6%, -1%, 5%, -3, 13, -3%
CCOC(=O)c1c(C)n(COCCO)c2ccc(O)cc12
  4%, 12%, 1, -4%, -6%, 24%, 7, -2, -2%
Cc1ccsc1C(=O)C1CCCN(CCO)C1 (centres undefined)
  -6%, -4%, -9, -8%, ?, 7%, 28, ?, 1%
COc1ccccc1-n1c(CNCC2CCCO2)nc2ccccc2c1=O (centres undefined)
  1%, 11%, 11, -4%, -3%, 1%, 9, -20, -1%
C/C=C1\NC(=O)[C@H](C)NC(=O)[C@@H](NC(=O)[C@H](Cc2ccc(O)cc2)NC(=O)[C@@H](NC(=O)/C(C)=C/C)C(C)C)[C@@H](C)OC(=O)[C@H](CCCc2ccc(O)cc2)NC(=O)[C@@H](CCC(=O)O)NC1=O
  14%, 19%, 4, 7%, 0%, 7%, 18, 11, .
O=C(CCl)Nc1sccc1C(=O)c1ccccc1
  10µM*, ?, -7, ?, -20%, 8%, -103*, -10, ?
CCCOC(=O)C1C2c3ccccc3C(c3ccccc32)C1C(=O)O (centres undefined)
  13%, 17%, -15, 5%, 19%, -1%, 0, -2, -13%
Cn1ccnc1P(=S)(c1nccn1C)c1nccn1C
  1%, 19%, -2, -12%, 4%, -7%, 27, -20, -8%
CCOc1cc2c(cc1OCC)-n1cccc1C(c1ccc(C(C)C)cc1)NC2 (centres undefined)
  16µM*, 21µM*, -5, ?, ?, 12%, -94*, -1, ?

For convenience, part of the list above:
Each structure is followed by: HT1080-NT tox, HT1080 IDH1KD tx, DRD3 agonist, KB-V1 cytotox, KB-3-1 tox, GLP1R ag, IL1B secr inh, DRD3 antagonist, SW480 rerep
O=C(CN1CCN(Cc2cccc(Cl)c2)C1=O)N1CCC2(CC1)OCCO2
  5%, 8%, 4, 0%, 12%, -7%, 3, -4, -2%
COc1cccc(C(=O)C2CCCN(Cc3ccc(F)cc3)C2)c1 (centres undefined)
  -1%, -24%, -24, 3%, -5%, -7%, 0, -56*, 20%
Cc1cc(OCC(=O)NC(Cc2ccc(Cl)cc2)C(=O)O)c2c3c(c(=O)oc2c1)CCC3 (centres undefined)
  -2%, 13%, 0, ?, 0%, -5%, -11, -26, 28%
C=CCOC(=O)C1=C(C)OC(N)=C(C(=O)OCC)C12C(=O)N(CC(N)=O)c1ccccc12 (centres undefined)
  9%, 5%, 0, -6%, 4%, -1%, 6, 29, -9%
CCOc1c(Cl)cc(CNC(C)C(O)c2ccccc2)cc1OC (centres undefined)
  8%, 0%, 1, ?, 0%, 14%, -6, 0, 2%
N=Cc1c(O)n(-c2ccccc2)c(=O)n(-c2ccccc2)c1=O
  -1%, -3%, 1, 6%, -1%, 5%, -3, 13, -3%
CCOC(=O)c1c(C)n(COCCO)c2ccc(O)cc12
  4%, 12%, 1, -4%, -6%, 24%, 7, -2, -2%
Cc1ccsc1C(=O)C1CCCN(CCO)C1 (centres undefined)
  -6%, -4%, -9, -8%, ?, 7%, 28, ?, 1%
COc1ccccc1-n1c(CNCC2CCCO2)nc2ccccc2c1=O (centres undefined)
  1%, 11%, 11, -4%, -3%, 1%, 9, -20, -1%
C/C=C1\NC(=O)[C@H](C)NC(=O)[C@@H](NC(=O)[C@H](Cc2ccc(O)cc2)NC(=O)[C@@H](NC(=O)/C(C)=C/C)C(C)C)[C@@H](C)OC(=O)[C@H](CCCc2ccc(O)cc2)NC(=O)[C@@H](CCC(=O)O)NC1=O
  14%, 19%, 4, 7%, 0%, 7%, 18, 11, .
O=C(CCl)Nc1sccc1C(=O)c1ccccc1
  10µM*, ?, -7, ?, -20%, 8%, -103*, -10, ?
CCCOC(=O)C1C2c3ccccc3C(c3ccccc32)C1C(=O)O (centres undefined)
  13%, 17%, -15, 5%, 19%, -1%, 0, -2, -13%
Cn1ccnc1P(=S)(c1nccn1C)c1nccn1C
  1%, 19%, -2, -12%, 4%, -7%, 27, -20, -8%
CCOc1cc2c(cc1OCC)-n1cccc1C(c1ccc(C(C)C)cc1)NC2 (centres undefined)
  16µM*, 21µM*, -5, ?, ?, 12%, -94*, -1, ?

The list is partial. The share of hits here may be higher or lower than overall.
